Bioassay records: PubChem, several laboratories
CIT2 TOR yeast: yeast TOR pathway CIT2-GFP modulation | S. cerevisiae CIT2-GFP strain, flow cytometry, 3 h; 100 means same as DMSO wells | GFP response vs DMSO, % at 10 µM | actives 0.065% (n = 320,000) | AID 2029;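 active means GFP response relative to DMSO above a set limit, near the screen mean plus 3 SD, cut at about 150% in these data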;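 further: ratio of well median GFP fluorescence to mean of DMSO wells on the plate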
MEP2 TOR yeast: modulators of TOR pathway MEP2-GFP in S. cerevisiae; S. cerevisiae MEP2-GFP strain, flow cytometry GFP, 3 h; 100% = DMSO control level; GFP response vs DMSO, % at 10 µM; actives 0.51% (n = 330,000); AID 2016;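 active means GFP response versus DMSO above a set limit, roughly screen mean plus 3 SD, cut at about 180% in these data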;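 further: median GFP fluorescence of the barcode-gated MEP2-GFP cells per well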
AHR act: activators of human aryl hydrocarbon receptor | P35869 | AHR-responsive luciferase reporter cells, luminescence | activation, % at 5 µM | actives 2.5% (n = 320,000); in the data active means activation above about 47%;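 further: 0% = vehicle wells and 100% = reference agonist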
Target sequence (P35869 whole entry, looked up): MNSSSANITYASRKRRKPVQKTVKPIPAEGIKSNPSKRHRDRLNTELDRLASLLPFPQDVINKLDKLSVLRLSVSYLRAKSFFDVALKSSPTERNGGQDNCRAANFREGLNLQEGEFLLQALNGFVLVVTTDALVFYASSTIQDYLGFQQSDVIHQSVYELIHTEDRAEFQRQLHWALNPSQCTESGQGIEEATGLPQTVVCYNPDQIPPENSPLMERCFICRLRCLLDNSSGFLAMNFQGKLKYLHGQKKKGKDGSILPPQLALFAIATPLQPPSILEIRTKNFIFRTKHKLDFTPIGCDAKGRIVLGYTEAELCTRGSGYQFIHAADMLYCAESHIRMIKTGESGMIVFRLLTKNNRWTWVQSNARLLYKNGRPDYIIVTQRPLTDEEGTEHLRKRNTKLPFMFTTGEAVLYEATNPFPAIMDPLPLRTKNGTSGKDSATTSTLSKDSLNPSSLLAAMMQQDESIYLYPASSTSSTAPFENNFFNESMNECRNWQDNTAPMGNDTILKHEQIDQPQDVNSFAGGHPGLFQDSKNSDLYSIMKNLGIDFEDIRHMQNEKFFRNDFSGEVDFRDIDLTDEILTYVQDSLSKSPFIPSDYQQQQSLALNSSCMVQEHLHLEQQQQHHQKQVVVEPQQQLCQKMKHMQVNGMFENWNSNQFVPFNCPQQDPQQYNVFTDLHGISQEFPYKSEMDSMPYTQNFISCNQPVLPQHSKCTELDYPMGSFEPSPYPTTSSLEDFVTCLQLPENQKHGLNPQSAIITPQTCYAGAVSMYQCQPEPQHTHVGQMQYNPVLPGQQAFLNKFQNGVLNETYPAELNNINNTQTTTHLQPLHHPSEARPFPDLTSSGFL
AGP1-GFP MLPCN: modulators of TOR pathway AGP1-GFP in S. cerevisiae | S. cerevisiae AGP1-GFP multiplex flow cytometry, 3 h; GFP as percent of DMSO wells | actives 0.02% (n = 320,000) | AID 2066 | GFP response vs DMSO, % at 10 µM;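 active means GFP response relative to DMSO above a set limit, near screen average plus 3 SD, cut at about 150% in these data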;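 further: median GFP channel fluorescence of the gated AGP1 strain per well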
LAP4-GFP MLPCN: modulators of TOR pathway LAP4-GFP in S. cerevisiae; actives 0.34% (n = 320,000); S. cerevisiae LAP4-GFP multiplex, flow cytometry GFP, 3 h; median GFP as percent of DMSO wells; GFP response vs DMSO, % at 10 µM;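 active means GFP response vs DMSO above a set limit, about the screen mean plus 3 SD, cut at about 150% in these data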
RPL19A TOR yeast: yeast TOR pathway RPL19A-GFP modulation; S. cerevisiae RPL19A-GFP strain, flow cytometry, 3 h; hits give low values; percent response vs DMSO, % at 10 µM; actives 0.3% (n = 330,000);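 active means percent response vs DMSO below 50%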;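 further: median channel GFP fluorescence of the barcoded RPL19A-GFP strain; ratio of sample median GFP to plate DMSO average so 100% = DMSO; lower means less RPL19A-GFP as with rapamycin TOR inhibition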
Efflux pump inh: blocks antifungal efflux pumps in multiplex yeast assay; actives 0.44% (n = 330,000); inhibition, % at 10 µM; AID 485275; S. cerevisiae Candida pump triplex, Nile Red efflux;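 active means plate passing quality check with inhibition over a set limit, or well fluorescence over plate mean plus 4 SD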;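 further: Nile Red retained in pooled yeast measured as flow cytometry median fluorescence; 0% = buffer negative control and 100% = Enniatin B positive control; higher means more Nile Red kept so more efflux inhibition; some compounds called inactive have numbers as strong as hits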
Yeast superoxide: caloric restriction mimetics inhibiting age-related superoxide in yeast; S. cerevisiae aged cells, superoxide DHE fluorescence; hits give low values; superoxide response (% of plate mean), % at 10 µM; actives 0.18% (n = 330,000); AID 2690;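 active means superoxide response under a set limit, about three screen SD below normal, cut at about 65% in these data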;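 further: yeast aged for seven days with compound at 30 °C before DHE staining; 100% = average MFI of all compound-treated wells on the plate with controls excluded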
Numbers without * were called inactive.

Results follow in this order: CIT2 TOR yeast	MEP2 TOR yeast	AHR act	AGP1-GFP MLPCN	LAP4-GFP MLPCN	RPL19A TOR yeast	Efflux pump inh	Yeast superoxide
1	CCc1ccc(CN2CCC(C(=O)Nc3cccc(-c4nnc(C)s4)c3)CC2)o1
 : 98	95	3	97	106	99	-0.1	95
2	O=C(CCCCCN1C(=O)c2ccccc2C1=O)NCc1ccco1
 : 101	113	3	108	108	108	0.1	114
3	Cc1ccc(C)c(NC(=S)N(C)C)c1
 : 97	95	-2	111	118	93	-0.1	95
4	CCOC(=O)c1cnc2ccc(C)cc2c1NCCN1CCOCC1
 : 92	103	3	97	91	98	0.3	82
5	CCN(CC)c1ccc(C=C2C(=O)OC(C)(C(C)(C)C)OC2=O)cc1 (stereo not drawn)
 : 93	87	0	101	101	97	0.0	82
6	O=C(O)c1ccccc1-n1cnnn1
 : 105	102	5	98	99	98	-0.1	93
7	c1ccc(COc2ccc(Oc3nc(N4CCCCC4)nc(N4CCOCC4)n3)nn2)cc1
 : 108	103	0	103	105	98	0.2	96
8	O=C(c1ccc(O)cc1)c1ccc(O)cc1O
 : 98	99	5	102	114	102	0.0	114
9	COc1ccc(NS(=O)(=O)c2cc([N+](=O)[O-])ccc2N/N=C\c2c(C)[nH]c3ccccc23)cc1
 : 87	102	13	107	99	105	-0.1	103
10	CCN(CC(=O)Nc1c(F)cccc1F)C(=O)C1CCN(c2ncnc3sc(C)c(C)c23)CC1
 : 106	108	0	110	113	106	0.0	94
11	O=c1c2c(-c3ccc([N+](=O)[O-])cc3)csc2nc2n1CCCCC2
 : 88	102	17	96	103	94	0.3	110
12	Cc1ccc(C(=O)Cc2nnc(C)s2)cc1
 : 92	98	-1	97	100	100	0.1	93
13	O=C1CCCCN1CCC(=O)N1CCCC(Nc2ccccc2)C1 (stereo not drawn)
 : 110	96	2	106	101	102	-0.1	97
14	O=C(COc1ccc(Br)cc1)N1CCN(S(=O)(=O)/C=C/c2ccccc2)CC1
 : 96	94	0	95	89	100	0.2	93
15	S=C1NC[C@H](CC2CCCCC2)N1CC1CCCCC1
 : 94	104	0	98	96	98	0.1	112
16	CC(=O)Nc1ccc(NC(=O)CN(C)S(=O)(=O)c2ccc3nc(C)sc3c2)cc1
 : 96	115	3	91	107	97	-0.1	102
17	COc1ccc2nc(NC(=O)CSc3nnc(C)n3N)sc2c1
 : 114	107	15	111	112	106	-0.1	85
18	COc1ccc(CCNC(=O)c2c(C)nn(-c3ccccc3)c2Cl)cc1
 : 95	98	0	91	92	104	-0.1	96
19	CCC(=O)Nc1ccccc1C(=O)N1CCOCC1
 : 90	96	-1	93	95	96	0.0	103
20	COc1ccccc1CN(C)C(=O)c1cccc(S(=O)(=O)N2CCCC2)c1
 : 112	109	0	110	112	107	-0.2	109
21	Brc1ccc(OCc2ccccc2)c(CNCC2CCCO2)c1 (stereo not drawn)
 : 96	98	9	103	96	96	-0.1	93
22	COc1ccc(N(C(=O)c2ccco2)C(C(=O)NC2CCCC2)c2cccs2)cc1 (stereo not drawn)
 : 97	98	-2	99	97	96	-0.1	90
23	COc1ccc(NC(=O)c2cc3c(Cl)nc4ccccc4c3s2)cc1OC
 : 101	110	-5	101	98	104	-0.8	125
24	CCc1noc(C)c1C(=O)N(C)CC(=O)Nc1ccc(OC)cc1
 : 98	101	2	102	105	95	-0.1	104
25	Cc1cc(=O)oc2cc(OCC(=O)Nc3nccs3)ccc12
 : 93	102	22	97	93	98	0.2	105
26	CC(=O)NC(=S)Nc1ccc(NC(=S)NC(=O)c2ccc([N+](=O)[O-])cc2)cc1
 : 103	94	1	112	102	105	0.0	97
27	O=C(COc1ccc(S(=O)(=O)NC2CCCCC2)cc1Cl)Nc1ccc2c(c1)OCO2
 : 114	102	1	109	108	103	-0.1	80
28	Cc1cc(C)nc(-n2nc(C)c(C3(O)C(=O)Nc4ccccc43)c2N)n1 (stereo not drawn)
 : 97	98	56*	97	94	98	-0.1	113
29	COc1ccc(N2CC(C(=O)Nc3ccc(S(=O)(=O)N4CCOCC4)cc3)CC2=O)cc1 (stereo not drawn)
 : 94	83	-1	92	89	89	-0.1	97
30	CC(=O)NCCNC(=O)c1ccc2c(c1)S(=O)(=O)c1ccccc1C2=O
 : 89	91	1	95	77	96	0.1	114
31	COc1ccc(NC(=O)c2ccc(Br)o2)cc1
 : 112	97	3	96	121	110	-0.1	103
32	COC(c1ccccc1)c1nnc(CCC(=O)NCc2ccc3ncccc3c2)o1 (stereo not drawn)
 : 101	103	0	100	85	105	0.2	87
33	CC(C)CN(C(=O)COC(=O)CN1C(=O)c2ccccc2C1=O)c1c(N)n(Cc2ccccc2)c(=O)[nH]c1=O
 : 105	106	6	107	102	99	0.0	109
34	CCN(CC1CCCN(CCc2cccc(OC)c2)C1)C(=O)c1ccoc1 (stereo not drawn)
 : 103	101	2	100	87	110	0.0	107
35	COc1ccc(NC(C)=O)cc1S(=O)(=O)Nc1ccccc1C(=O)NCCc1ccccc1
 : 106	103	8	105	95	101	0.1	75
36	Cc1ccc(S(=O)(=O)NCC(=O)N(CC(=O)NCC2CCCO2)Cc2ccccc2Cl)cc1 (stereo not drawn)
 : 100	103	-3	104	95	103	-0.1	106
37	COc1ccccc1N1CCN(CC(=O)c2ccc3ccn(C(C)=O)c3c2)CC1
 : 102	102	13	114	113	112	0.1	102
38	CCc1ccccc1N(C(=O)c1cccs1)C1C=CS(=O)(=O)C1 (stereo not drawn)
 : 95	101	-4	103	99	95	0.0	116
39	Cc1onc(-c2c(F)cccc2Cl)c1C(=O)c1ccccc1
 : 86	97	-1	101	103	94	0.0	83
40	COC(=O)Cn1cc(C(=O)OC)cc(Br)c1=O
 : 99	100	0	102	103	96	0.1	116
41	O=[N+]([O-])c1cccc(-c2ccc(C(=S)N3CCOCC3)o2)c1
 : 98	110	12	95	108	106	0.0	107
42	CCOC(=O)C1CCN(CCC(=O)Nc2cccc(Cl)c2C)CC1
 : 92	95	7	96	95	92	0.0	100
43	COc1cccc(C(=O)Nc2ccccc2OC(F)(F)F)c1
 : 94	100	-1	96	103	97	0.1	88
44	CCC(=O)N/C(N)=N/c1nc(C)c2cc(C)c(C)cc2n1
 : 123	89	50*	118	117	105	-0.1	120
45	COCCn1cnnc1SCC(=O)Nc1cc(C)on1
 : 94	92	1	98	97	93	-0.1	93
46	CC1CCN(CC(=O)Nc2ccccc2-c2ccccc2)CC1
 : 98	104	1	101	102	99	0.0	108
47	CC(C)(C)OC(=O)N1CCC[C@H]1c1nnc(SCc2ccccc2Cl)o1
 : 97	91	8	92	87	89	0.2	115
48	COc1ccccc1C(=O)Nc1ccc(S(=O)(=O)N2CCC(C)CC2)cc1
 : 104	90	1	93	90	94	-0.1	108
49	Cc1ccc(N2CCN(C(=O)N3CCOCC3)CC2)cc1C
 : 97	96	3	101	100	99	0.1	116
50	Cc1nc(NC(=O)c2ccc(Cl)cc2)sc1Cc1ccc2c(c1)OCO2
 : 96	98	-6	95	92	102	0.3	103

Following part
Results follow in this order: CIT2 TOR yeast	MEP2 TOR yeast	AHR act	AGP1-GFP MLPCN	LAP4-GFP MLPCN	RPL19A TOR yeast	Efflux pump inh	Yeast superoxide
51	CC(C)C(NC(=O)c1c(F)cccc1F)C(=O)OCN1C(=O)c2ccccc2C1=O (stereo not drawn)
 : 112	110	0	108	115	102	-0.1	114
52	CCc1nc(SCC(=O)Nc2ccc(C(=O)O)cc2)n[nH]1
 : 106	108	-3	107	107	105	-0.1	99
53	c1coc(CNC2CCCCCCC2)c1
 : 103	108	2	104	97	103	0.0	85
54	NC(=O)c1nc(C2CCCCC2)nc2c1[nH]c(=O)n2-c1ccc(F)cc1
 : 92	90	3	92	90	92	0.1	109
55	O=C(CN1CCOCC1)Nc1ccccc1C(=O)O
 : 106	103	-1	99	92	97	-0.1	90
56	O=C(/C=C\c1cn(-c2ccccc2)nc1-c1ccc2c(c1)OCCO2)N1CCOCC1
 : 98	104	8	92	90	101	0.0	103
57	CCCc1cc2c(cc1NC(=O)c1ccccc1Cl)OCO2
 : 85	107	13	96	98	93	0.1	103
58	NNc1nccc(Nc2ccccc2C(=O)O)n1
 : 99	104	13	97	89	101	-0.2	90
59	CC(=O)Nc1ccc(Cl)c(C(N)=O)c1
 : 91	97	-2	104	95	100	0.0	85
60	O=C(Nc1ccc2oc(-c3ccncc3)nc2c1)c1ccco1
 : 94	100	-6	97	99	105	-0.2	90
61	CCCc1ccc(OCC(=O)O)cc1
 : 107	102	2	101	102	98	-0.1	135
62	Cc1ccccc1S(=O)(=O)Nc1ncc(C(F)(F)F)cc1Cl
 : 94	95	-1	100	106	97	-0.2	94
63	C=CCn1c(=O)c(C(=O)NCCc2ccc(Cl)cc2)c(O)c2cc(OC)c(OC)cc21
 : 96	103	3	95	90	101	0.3	96
64	O=C(CSc1nnc(Cc2ccccc2)c(=O)[nH]1)Nc1ccccc1
 : 108	104	-1	101	103	100	0.0	100
65	Cc1cc2ccccc2n1CCNC(=O)C(C)C
 : 100	100	2	99	98	96	-0.2	102
66	COc1ccc(C(=O)/C=C(\C)Nc2ccc(NC(C)=O)cc2)cc1
 : 100	98	2	93	90	97	-0.1	107
67	CCC(=O)N1c2ccc(S(=O)(=O)N3CCN(c4ccc([N+](=O)[O-])cc4)CC3)cc2CC1C (stereo not drawn)
 : 99	98	-2	108	106	103	0.0	102
68	CCN(CC)CCN(Cc1cc2cc3c(cc2[nH]c1=O)OCO3)C(=S)NCC1CCCO1 (stereo not drawn)
 : 114	110	15	111	108	108	-0.1	101
69	CSc1cccc(NC(=O)C2(S(=O)(=O)c3ccc(C)cc3)CC2)c1
 : 84	100	6	101	136	95	0.0	90
70	CCCn1c(CCC(=O)O)ccc1-c1ccc(F)cc1
 : 94	102	1	90	98	95	0.2	108
71	CC(=O)c1ccc(OCc2cc(C(=O)NCC3CCCCO3)no2)cc1 (stereo not drawn)
 : 102	103	0	99	108	107	0.1	95
